AHR activator = activates the human aryl hydrocarbon receptor | 320,000 tested, 2.5% active | P35869 | AHR-responsive luciferase reporter cells, luminescence | AID 2796 | activation, % at 5 µM; in the data active = activation above about 47%;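 also: 0% = vehicle wells and 100% = reference agonist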
MEP2 TOR yeast = modulators of TOR pathway MEP2-GFP in S. cerevisiae; S. cerevisiae MEP2-GFP strain, flow cytometry GFP, 3 h; 100% = DMSO control level; GFP response vs DMSO, % at 10 µM; 330,000 tested, 0.51% active; AID 2016;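 active = GFP response versus DMSO above a set limit, roughly screen mean plus 3 SD, cut at about 180% in these data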;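 also: median GFP fluorescence of the barcode-gated MEP2-GFP cells per well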
LAP4-GFP MLPCN = yeast TOR pathway LAP4-GFP modulation; S. cerevisiae LAP4-GFP multiplex, flow cytometry GFP, 3 h; median GFP as percent of DMSO wells; GFP response vs DMSO, % at 10 µM; 320,000 tested, 0.34% active;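 active = GFP response vs DMSO above a set limit, about the screen mean plus 3 SD, cut at about 150% in these data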
RPL19A-GFP yeast = alters RPL19A-GFP fluorescence in TOR pathway yeast screen | S. cerevisiae RPL19A-GFP strain, flow cytometry, 3 h; stronger effect = lower value | percent response vs DMSO, % at 10 µM | 330,000 tested, 0.3% active;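 active = percent response vs DMSO below 50%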;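 also: median channel GFP fluorescence of the barcoded RPL19A-GFP strain; ratio of sample median GFP to plate DMSO average so 100% = DMSO; lower means less RPL19A-GFP as with rapamycin TOR inhibition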
EBNA-1 inh = blocks EBNA-1 binding to DNA | inhibition, % at 14.8 µM | EBNA-1 DNA binding, fluorescence polarization | 300,000 tested, 0.34% active | AID 1950; in the data active = inhibition above about 28%
procasp7 counter = counter-screen: procaspase-7 (human) activation. P55210. recombinant procaspase-7, Ac-DEVD-pNA absorbance 405 nm; D23A/D198A/D206A triple mutant, cannot self-cleave; scale: DMSO 0, 5 µM enzyme 100. activation, % at 8.5 µM. 330,000 tested, 0.093% active. AID 463210;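 active = percent activation above the screen-wide mean plus 3 SD, cut at about 25% in these data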
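Replicates: singlicate. Assay system: Procaspase-7 triple mutant (PC-7 D3A). Signal: 405 nm absorbance of p-nitroaniline. Times: 1 h preincubation, 2 h reaction. Buffer or medium: Zinc-free HEPES pH 7.4 with 300 mM NaCl, 0.01% Triton X-100. Also added: DEVD-pNA substrate. Benchmarks: DMSO wells as 0%, DMSO with 5 µM added PC-7 as 100%.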
ZTA DNA inh = counter-screen for EBNA-1 inhibitors: inhibitors of Epstein-Barr virus ZTA. ZTA-DNA binding, fluorescence polarization. 320,000 tested, 0.15% active. inhibition, % at 11 µM; in the data active = inhibition above about 33%
proCasp3 act = activates human procaspase-3 | P42574 | recombinant procaspase-3 D3A, Ac-DEVD-pNA absorbance 405 nm | activation, % at 8.5 µM | 330,000 tested, 0.11% active | AID 463141;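 active = activation above the mean of all tested compounds plus 3 SD, cut at about 21% in these data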;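 also: 0% = DMSO alone and 100% = DMSO wells spiked with extra 5 µM PC-3 D3A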
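assay system = Procaspase-3 D3A mutant | signal = absorbance at 405 nm, 0 and 120 min | times = 1 h preincubation plus 2 h reaction at 25 °C | repeats = single replicate | read-out = % activation between DMSO and enzyme-spiked controls | medium = Zinc-free HEPES saline buffer with Triton X-100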
Numbers without * were called inactive; nt = not tested or not shown.

Structure	AHR activator	MEP2 TOR yeast	LAP4-GFP MLPCN	RPL19A-GFP yeast	EBNA-1 inh	procasp7 counter	ZTA DNA inh	proCasp3 act
COC(=O)c1sccc1N/N=C/c1ccc(OC)c(OC)c1OC	8	109	108	106	5	-1	2	-5
O=C(CC(SCCO)c1ccc([N+](=O)[O-])cc1)c1ccco1 (stereo not given)	0	106	90	97	2	16	5	8
C=C(C)CNC(=S)N/N=C/c1c(F)cccc1F	32	95	91	96	-3	3	11	10
O=C(O)c1cccc(-n2c(-c3cnccn3)n[nH]c2=S)c1	0	100	93	93	3	-5	-9	-9
CCCc1c(O)nc(SCc2ccccc2)[nH]c1=O	-1	106	105	99	-6	-12	14	-8
O=C(/C=C/c1ccc([N+](=O)[O-])cc1)N1CCN(S(=O)(=O)c2cccs2)CC1	3	108	102	103	-8	-2	9	2
C#CCNC(=O)C1=C[C@@H](c2ccccc2)C[C@@H](OCc2ccc(CO)cc2)O1	-3	89	130	99	4	3	-18	0
COc1ccc(CNn2c(C)nc3ccccc3c2=O)cc1	70*	106	114	102	6	8	-4	0
CCOC(=O)C1=C(CSc2nccn2C)NC(=O)NC1c1cc(C)ccc1C (stereo not given)	-4	98	106	99	6	4	19	-4
COc1cccc(CN(C)C(=O)Nc2cccc(C(F)(F)F)c2)c1OC	1	103	94	102	0	-3	14	-11
Cc1ccccc1CNC(=O)CC1C(=O)NCCN1Cc1c(F)cccc1Cl (stereo not given)	0	97	96	95	3	1	9	7
COC(=O)C1(C)NC(c2ccco2)C2C(=O)N(c3ccc(F)cc3)C(=O)C21 (stereo not given)	0	94	116	102	9	2	9	-1
CCN(CC)S(=O)(=O)c1ccc(N2CCOCC2)c(NC(=O)C23CC4CC(CC(Cl)(C4)C2)C3)c1	-2	104	94	102	-1	8	0	-9
CCOc1ccc(N(CC(=O)NC2CCCCC2C)S(=O)(=O)c2c(C)noc2C)cc1 (stereo not given)	3	116	97	100	3	-1	-10	-1
COc1ccc(CNCCCSc2ncccn2)c(OC)c1	-4	99	89	102	2	-14	7	-2
CCn1c(-c2cc(-c3cccc(OC)c3)nc3ccccc23)n[nH]c1=S	6	112	105	103	3	-18	-15	-15
CNC(=O)c1ccc(Nc2nc(-c3ccccc3)nc3ccccc23)cc1	42	91	101	91	11	-1	7	-7
N#Cc1cc2c(nc1SCc1cccnc1)CCC2	16	103	99	97	3	-3	10	6
Nc1nnc(SCC(=O)c2ccccc2)s1	0	101	101	96	-22	10	-2	-9
COc1ccc(-c2nn(-c3ccccc3)cc2/C=C/C(=O)N2CCN(c3ccccn3)CC2)cc1	5	86	100	96	-7	7	9	1

Another view of part of the listing above:
smiles: C#CCNC(=O)C1=C[C@@H](c2ccccc2)C[C@@H](OCc2ccc(CO)cc2)O1
  AHR activator = -3
  MEP2 TOR yeast = 89
  LAP4-GFP MLPCN = 130
  RPL19A-GFP yeast = 99
  EBNA-1 inh = 4
  procasp7 counter = 3
  ZTA DNA inh = -18
  proCasp3 act = 0

smiles: COc1ccc(CNn2c(C)nc3ccccc3c2=O)cc1
  AHR activator = 70*
  MEP2 TOR yeast = 106
  LAP4-GFP MLPCN = 114
  RPL19A-GFP yeast = 102
  EBNA-1 inh = 6
  procasp7 counter = 8
  ZTA DNA inh = -4
  proCasp3 act = 0

Fetched by structure from the entries so far (2):
Structure	AHR activator	MEP2 TOR yeast	LAP4-GFP MLPCN	RPL19A-GFP yeast	EBNA-1 inh	procasp7 counter	ZTA DNA inh	proCasp3 act
COc1cccc(CN(C)C(=O)Nc2cccc(C(F)(F)F)c2)c1OC	1	103	94	102	0	-3	14	-11
Cc1ccccc1CNC(=O)CC1C(=O)NCCN1Cc1c(F)cccc1Cl (stereo not given)	0	97	96	95	3	1	9	7

Further structures follow:
Structure	AHR activator	MEP2 TOR yeast	LAP4-GFP MLPCN	RPL19A-GFP yeast	EBNA-1 inh	procasp7 counter	ZTA DNA inh	proCasp3 act
O=C1CCC(=O)N1OCCCOc1ccc2c(c1)CCC2	2	96	98	96	8	5	3	7
O=C(NC(=S)Nc1ccccn1)c1ccc([N+](=O)[O-])cc1	5	95	96	92	7	1	-5	7
O=C(CCc1ccccc1)Nc1ccc2c(c1)OCO2	41	108	103	104	-4	0	-15	-6
COc1ccccc1CNC(=O)[C@H](C)N1C(=O)N2CCc3c([nH]c4ccccc34)[C@@]2(C)C1=O	4	88	103	101	6	11	-7	-11
CC(=O)Nc1ccc(-c2nnc(SCc3c(C)cc(C)cc3C)n2C)cc1	5	113	102	96	2	3	18	1
O=C(NC1CCCC1)C1CCN(C(=O)c2cc(Cl)ccc2Cl)CC1	0	97	88	94	0	-4	5	6
CCCN1CCC(=O)N([C@H](CSc2ccc(OC)cc2)c2ccccc2)CC1	8	95	135	99	1	3	27	-1
Cc1cc(C)c(NC(=O)Cn2nnc(C(=O)NCCc3ccccc3)c2N)c(C)c1	-2	113	120	98	6	2	-8	-4
CCCCN1C(=O)N(C)C2NC(=O)NC21 (stereo not given)	-2	93	88	96	0	-4	-15	9
O=C(NNC(=S)NCc1ccc(Cl)cc1)c1ccc(Br)o1	4	95	114	97	0	-12	-10	10
COC(C(=O)NCc1ccccc1C)c1ccccc1 (stereo not given)	4	93	85	96	8	2	7	3
COc1ccc(C2CC(C(F)(F)F)n3nc(CO)c(Cl)c3N2)cc1OC (stereo not given)	1	97	98	103	1	16	1	-7
C/C(=N\N=c1/scc(C)n1Cc1ccco1)c1cccc([N+](=O)[O-])c1	46	104	101	102	-12	-8	-20	-2
O=C(Cc1ccc2c(c1)OCCO2)Nc1ccc(Cl)c(S(=O)(=O)N2CCOCC2)c1	1	89	83	82	nt	-7	-1	0
CC(=O)c1ccc2c(ccc3ccccc32)c1	-3	122	99	99	6	-4	-2	-3
CSc1ccccc1NC(=O)c1ccccc1N(Cc1ccccc1)S(C)(=O)=O	0	101	103	102	-7	-11	15	3
COC(=O)c1ccc(C)c(NC(=O)COC(=O)C2CC3CCCC(C2)C3=O)c1 (stereo not given)	-1	109	110	105	0	11	-3	1
CN(C)Cc1c(O)ccc2occ(C(O)c3ccccc3)c12 (stereo not given)	2	100	91	97	5	5	-11	-3
FC(F)(F)c1ccc2c(c1)[nH]c(=S)n2C1CC1	3	116	101	95	-5	-11	-10	-7
COc1ccc(NS(=O)(=O)c2ccc(C(=O)N3CCCCCC3)cc2)cc1	0	98	96	95	nt	1	nt	6
O=C(O)CCCN1C(=O)C2C3CC(C2C1=O)C1C(c2ccccc2)c2sc(=O)[nH]c2SC31 (stereo not given)	2	112	83	112	14	2	5	3
Cc1[nH]n2c(=O)c3c(nc2c1-c1ccc(F)cc1)CCCC3	6	94	103	98	11	0	-15	-3
N#Cc1c(NC(=O)CCCN2C(=O)c3ccccc3C2=O)oc(-c2ccccc2)c1-c1ccccc1	2	90	89	88	9	12	5	6
Nc1nn2cc(-c3ccccc3)nc2c2ccccc12	46	99	112	94	0	5	-1	1
COc1ccc(/C=C/C(=O)c2ccc(O)cc2)cc1COc1ccc(F)cc1	0	100	95	92	-4	0	17	-5
COc1ccccc1NS(=O)(=O)c1cccc(NC(=O)NCCCl)c1	7	101	99	99	2	11	-7	3
COc1ccc(OC)c(N(CC(=O)NCCSCc2ccco2)S(=O)(=O)c2ccc(OC)c(OC)c2)c1	1	93	100	97	-3	0	-2	0
O=C(CSc1ncn(-c2ccccc2)n1)Nc1nncs1	-1	100	94	105	-6	5	8	3
CCCc1nnc(NC(=O)CCN2C(=O)c3ccccc3C2=O)s1	0	99	92	97	10	0	8	2
O=C(NCCOc1ccccc1)c1cc(C(=O)NCCOc2ccccc2)cc([N+](=O)[O-])c1	0	101	97	108	1	-3	-15	7
CN1N=C(C(=O)N2CCc3c([nH]c4ccccc34)C2c2c(F)cccc2Cl)CCC1=O (stereo not given)	14	115	122	94	-6	11	-15	9
COc1ccc(C2Nc3ccccc3C(=O)N2c2ccc(F)cc2)cc1CSc1ccccn1 (stereo not given)	0	101	96	99	6	0	7	1
COc1ccc(-n2c(SCC(=O)NC3CCCCC3)nc3ccsc3c2=O)cc1	8	97	101	92	-4	11	-2	1
Cc1cccc(C)c1N=C1SC(CC(=O)Nc2c(C)cccc2C)C(=O)N1CCc1ccccn1 (stereo not given)	1	101	96	96	-3	-5	8	1
COc1cc2c(cc1OC)CN(c1ccc([N+](=O)[O-])cc1C#N)CC2	2	101	105	104	-5	-27	-10	-15
Cc1ccc(NC(=O)c2ccccc2-c2ccc(C(F)(F)F)cc2)cc1S(=O)(=O)N1CCOCC1	30	102	94	99	-7	-8	-8	2
COc1ccccc1/C=C\C=N\n1c(-c2ccc(Cl)cc2Cl)n[nH]c1=S	20	107	94	98	2	3	3	-7
CSC1=C(C#N)C(CC(C)C)C(C(C)=O)=C(C)N1 (stereo not given)	2	104	94	97	-4	7	-8	6
O=C(/C=C/c1ccccn1)c1cc(Cl)cc(Cl)c1O	83*	91	117	92	0	1	-3	2
CCOC(=O)C1Nc2ccc(Br)cc2C2C=CCC12 (stereo not given)	5	106	97	104	3	-10	24	6

AHR activator: entries above that show a hit.
molecule | AHR activator | MEP2 TOR yeast | LAP4-GFP MLPCN | RPL19A-GFP yeast | EBNA-1 inh | proCasp3 act
COc1ccc(CNn2c(C)nc3ccccc3c2=O)cc1 | 70* | 106 | 114 | 102 | 6 | 0
O=C(/C=C/c1ccccn1)c1cc(Cl)cc(Cl)c1O | 83* | 91 | 117 | 92 | 0 | 2

From PubChem
